Source: PubChem
hgDAF12 agonist = activates the H. glycines DAF-12 receptor ligand-binding domain | HEK293 GAL4-hgDAF12 UAS-luciferase reporter, agonist luminescence; normalized to butyrate control | activation, % at 6.8 µM | 1.8% of 370,000 active | AID 687014;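 active = activation above a cutoff set at the mean of all screened compounds plus 3 SD, cut at about 10% in these data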;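 also: 0% = DMSO wells and 100% = sodium butyrate wells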
ssDAF-12 act = activators of S. stercoralis DAF-12 nuclear receptor; HEK293 ssDAF-12/GRIP1 lit1-tk-luc reporter, luminescence; % of 3 µM dafachronic acid response; activation, % at 6.8 µM; 1% of 370,000 active;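 active = activation above the mean over all tested compounds plus 3 SD, cut at about 0.9% in these data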;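 also: 0% = DMSO-only wells and 100% = 3 µM delta7-dafachronic acid wells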
GC-B act = GC-B (human) receptor activation. 0.11% of 370,000 active. P20594. activation, % at 10 µM. HEK293-GC-B cells, CNP EC30, cGMP TR-FRET; 0% at EC30 CNP, 100% saturating CNP;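 active = activation at 10 µM reaching about 35% in either raw or pattern-adjusted values, limit read from the data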
NPR1 activator = GC-A (human) enzyme activation. HEK293 GC-A cells, cGMP TR-FRET, EC30 ANP; 0% at EC30 ANP, 100% saturating ANP. 0.14% of 370,000 active. P16066. AID 1671463. activation, % at 10 µM; in the data active = activation above about 40%
Target sequence (P16066 whole entry, looked up): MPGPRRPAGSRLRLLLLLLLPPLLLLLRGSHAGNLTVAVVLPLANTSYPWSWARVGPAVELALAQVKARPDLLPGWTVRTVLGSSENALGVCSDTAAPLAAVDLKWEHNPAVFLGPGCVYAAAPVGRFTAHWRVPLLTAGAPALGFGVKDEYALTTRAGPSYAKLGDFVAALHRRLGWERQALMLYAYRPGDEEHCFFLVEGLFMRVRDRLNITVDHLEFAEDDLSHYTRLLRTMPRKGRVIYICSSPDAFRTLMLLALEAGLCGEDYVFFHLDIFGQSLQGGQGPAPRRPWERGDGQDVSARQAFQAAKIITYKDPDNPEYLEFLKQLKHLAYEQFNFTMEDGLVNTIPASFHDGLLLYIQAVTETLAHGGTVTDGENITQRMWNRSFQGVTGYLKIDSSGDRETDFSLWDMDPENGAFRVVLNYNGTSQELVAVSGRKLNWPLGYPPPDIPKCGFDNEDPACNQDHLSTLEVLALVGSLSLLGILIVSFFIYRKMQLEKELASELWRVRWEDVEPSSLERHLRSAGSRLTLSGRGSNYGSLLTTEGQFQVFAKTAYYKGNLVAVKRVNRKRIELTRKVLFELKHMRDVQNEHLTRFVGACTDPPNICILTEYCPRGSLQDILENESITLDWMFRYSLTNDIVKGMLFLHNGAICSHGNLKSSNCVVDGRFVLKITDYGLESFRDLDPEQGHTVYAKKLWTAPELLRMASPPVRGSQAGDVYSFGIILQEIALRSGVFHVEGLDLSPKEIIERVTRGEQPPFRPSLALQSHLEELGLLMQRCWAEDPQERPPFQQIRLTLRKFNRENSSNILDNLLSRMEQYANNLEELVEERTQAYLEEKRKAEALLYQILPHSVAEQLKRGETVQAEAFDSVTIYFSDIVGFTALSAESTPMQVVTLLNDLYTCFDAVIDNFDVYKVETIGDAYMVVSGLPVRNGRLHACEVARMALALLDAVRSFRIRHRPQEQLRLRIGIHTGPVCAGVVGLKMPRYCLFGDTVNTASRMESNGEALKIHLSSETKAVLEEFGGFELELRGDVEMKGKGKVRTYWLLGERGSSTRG
sPLA2-III inh = Blocks human group III sPLA2 activity; Q9NZ20; QFRET BODIPY PC-A2 liposome hydrolysis, fluorescence; inhibition, % at 12.2 µM; 0.56% of 370,000 active; AID 743126;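 active = inhibition above mean plus 3 SD of compounds lying within the high and low control bounds, cut at about 19% in these data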;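 also: 0% = median of test compound wells and 100% = no enzyme DMSO wells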
hcDAF12 agonist = H. contortus DAF-12 activation, primary screen | HEK293 hcDAF-12 lit1-tk-luc reporter, luminescence; 0% DMSO, 100% Δ7-dafachronic acid | activation, % at 6.8 µM | 1.4% of 370,000 active | AID 652067;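 active = activation above the mean of all tested compounds plus 3 SD, cut at about 5.5% in these data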;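 also: 100% = response to 3 µM Δ7-dafachronic acid high control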
GAA850 FXN act = frataxin GAA850 promoter activation; HEK293 lucGAA850 FXN promoter luciferase reporter, 24 h; percent of 10 µM SAHA response; activation, % at 6 µM; 0.56% of 360,000 active; AID 540364;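 active = activation above the average of all compounds screened plus 3 SD, cutoff fixed separately per campaign, cut at about 7.5% in these data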;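 also: 0% = DMSO wells and 100% = 10 µM SAHA wells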
SMARCA2 activ = increases SMARCA2 function in MMTV reporter cells; MG213 cells, MMTV-luciferase reporter, dexamethasone, overnight; activation, % at 9.1 µM; 1% of 370,000 active; AID 652017; in the data active = activation above about 7.8%;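 also: 0% = vehicle wells and 100% = reference activator wells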
DAX1 inh-1 = inhibitors of human orphan nuclear receptor DAX1 (NR0B1). P51843. HEK293 Gal4-DAX1 luciferase reporter, luminescence. inhibition, % at 6.75 µM. 0.99% of 340,000 active. AID 504766;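 active = inhibition above the mean over all tested compounds plus 3 SD, cut at about 4.2% in these data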;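 also: 0% = DAX1-transfected cells with DMSO and 100% = empty-vector control cells with DMSO; inhibition shows as a rise in luminescence from relieved DAX1 repression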
ADAM10 inh = ADAM10 inhibition, QFRET primary screen | O14672 | recombinant ADAM10, EDANS/DABCYL FRET peptide cleavage, 3 h | inhibition, % at 7 µM | 0.62% of 370,000 active | AID 720582;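 active = inhibition above a per-campaign cutoff equal to the mean of compounds falling between control-based bounds plus 3 SD, cut at about 20% in these data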;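 also: 0% = DMSO wells while the 100% control is not disclosed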
DAX1 inh-2 = inhibitors of DAX1 repression of SF-1 activated StAR promoter; HEK293T StAR-luciferase reporter, SF-1/DAX-1 repression relief; inhibition, % at 6.8 µM; 1.1% of 370,000 active; AID 652010;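 active = inhibition above the mean over all tested compounds plus 3 SD, cut at about 3.6% in these data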;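 also: 0% = DAX-1 cells with DMSO and 100% = cells lacking DAX-1 with DMSO; higher inhibition means more luminescence from relief of DAX-1 repression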
* = called active by the depositor; i = inactive; nt = no result given.

SMILES	hgDAF12 agonist	ssDAF-12 act	GC-B act	NPR1 activator	sPLA2-III inh	hcDAF12 agonist	GAA850 FXN act	SMARCA2 activ	DAX1 inh-1	ADAM10 inh	DAX1 inh-2
COc1cc(C(=O)OCC(=O)NCC2CCCO2)cc(OC)c1OC (centres undefined)	3.9	-0.9	-7	0	6	1.0	-0.7	-1	0.6	-8	0.4
CCOC(=O)NC(NCCc1ccccc1)(C(F)(F)F)C(F)(F)F	0.0	0.2	-3	2	-6	-0.9	-2.3	-3	0.3	-6	0.3
CC(C)NC(=O)N(C)C[C@H]1Oc2c(NC(=O)Nc3ccccc3)cccc2C(=O)N([C@H](C)CO)C[C@@H]1C	-1.2	-1.3	4	3	-4	-1.7	0.2	1	0.3	7	0.1
CCSc1nc2sc3c(c2c(=O)[nH]1)CC(C)(C)OC3	-2.0	-1.0	-4	4	-2	-1.4	3.2	4	0.4	-4	-0.5
COc1ccc(OC)c(NC(=O)CC2SC(=Nc3ccc(F)cc3)N(CCC3=CCCCC3)C2=O)c1 (centres undefined)	0.1	-0.2	2	-2	-9	2.6	2.0	-2	0.0	11	0.1
CCNC(=O)c1ccc(=O)n(Cc2ccc(Cl)cc2Cl)c1	-1.8	-1.3	1	2	3	0.0	1.3	-4	1.3	0	0.1
CCN(C(=O)COC(=O)CCc1ccccc1OC)c1c(N)n(Cc2ccccc2)c(=O)[nH]c1=O	0.8	-0.8	1	2	-6	0.4	-1.1	2	1.4	-1	1.2
Cc1c(NC(=S)N/C(=N/S(=O)(=O)c2ccc(Cl)cc2)c2ccccc2)c(=O)n(-c2ccccc2)n1C	2.2	-1.2	-5	2	16	1.8	0.8	-6	1.1	-13	-0.7
Cc1cccc(Cc2c(C)nc3c(C(=O)NCc4ccco4)cnn3c2C)c1	-4.4	-2.0	14	10	1	-3.0	-1.2	-2	-0.8	-255	-1.7
COC[C@@H](OC(C)=O)[C@H]1OCc2ccccc2[C@@H]1/C=C/c1ccccc1	1.1	-0.2	-2	10	-1	-0.2	nt	-3	nt	0	0.2
Fc1ccc(-c2nnc(-c3ccc(Cl)cc3)o2)cc1	7.8	-0.3	-8	-5	3	1.6	5.2	0	1.2	0	1.8
O=C(Cn1cnc2c(NCc3ccccc3)ncnc21)NCc1ccc2[nH]ccc2c1	-1.6	-1.6	-3	-1	-12	-1.0	-1.3	-5	-1.0	-12	0.5
CCN(CC(=O)Nc1ccccc1C(F)(F)F)C(=O)Cc1sc(C)nc1-c1ccc(F)cc1	-2.1	-1.1	-1	3	-2	-1.0	0.9	-1	1.1	-6	0.6
CCCCn1c(N)c(N(CC(C)C)C(=O)CCS(=O)(=O)c2ccc(C)cc2)c(=O)[nH]c1=O	-0.9	-0.8	-3	-1	-1	-0.2	-3.6	-1	-0.2	-3	0.1
CN1CCSc2ccc(C(=O)NCc3ccccc3F)cc21	6.1	0.1	-3	-3	7	0.9	4.5	2	-0.1	i	1.4
CCc1nnc(NC(=O)CN2CCN(S(C)(=O)=O)CC2)s1	-2.0	-0.7	1	6	2	-0.3	1.1	4	1.2	1	1.4
COc1ccc(NC(=O)c2cc(-c3cccs3)on2)c(OC)c1	2.7	-0.2	0	1	-1	4.2	0.4	-2	0.1	1	0.5
O=C(c1ccco1)N1CCN(S(=O)(=O)Cc2ccccc2Cl)CC1	-0.1	-1.9	-2	-2	4	-1.2	3.4	-3	1.2	-5	0.4
CC(C)C[C@H](NC(=O)C1CC(=O)N(c2ccc(F)cc2)C1)C(=O)N1CCCCC1 (some centres undefined)	-1.7	-1.2	0	2	1	-1.4	-0.6	-1	1.5	-4	1.3
COc1ccc(CC(=O)NN2C(=O)c3ccccc3C2=O)cc1	3.8	-0.6	0	2	-2	-2.2	1.3	7	1.4	4	0.1
O=C(Cc1csc(-c2ccccc2)n1)NCc1ccccc1F	2.2	0.6	-6	3	2	-0.9	nt	-1	nt	6	0.0
Nc1c(C(=O)NCc2ccc3c(c2)OCO3)nnn1Cc1cccc(F)c1	2.2	-1.8	5	-3	-8	0.1	2.8	-2	-0.9	1	1.2
O=C(Nc1cccc(S(=O)(=O)N2CCOCC2)c1)[C@@H]1CCCN1S(=O)(=O)c1ccc(Cl)cc1	0.4	-1.3	2	-2	-13	-0.8	3.5	-2	0.4	6	-0.3
Cn1c(=O)c2c(SCC(=O)NCC3CCCO3)nc(CC(C)(C)C)nc2n(C)c1=O (centres undefined)	-0.2	-1.5	4	-1	-1	-0.2	0.0	6	-0.1	9	2.0
COC(=O)c1c(-c2ccc(C)cc2)csc1NC(=O)c1c(-c2ccccc2)noc1C	-4.8	-1.6	3	7	0	-1.1	nt	-1	nt	-6	-1.2
COC(=O)c1ccc(C(=O)NN)cc1	0.3	-0.7	3	0	-2	-0.9	1.4	-3	nt	-3	-0.4
O=S(=O)(CCc1nc2ccccc2o1)c1ccc2ccccc2c1	-0.2	-0.1	-3	-5	-19	-1.3	-0.1	-1	0.0	-3	0.2
Cc1ccccc1OCC(=O)OCC(=O)N1CCc2ccccc21	-0.5	-1.0	-1	0	5	0.2	0.4	-1	2.1	-7	0.7
O=C(CCNS(=O)(=O)c1cccc2nonc12)NCc1cccs1	-1.0	-0.2	2	2	4	-2.6	-1.8	-1	1.6	3	-0.3
CCCCCN1C=CC(=C2C(=O)c3ccccc3C2=O)C=C1	-14	-2.7	-2	-1	-4	-4.1	-12	-8	-8.0	4	-1.9
CCCn1c(=O)c2c(nc3n2CCCN3CCc2ccc(OC)c(OC)c2)n(C)c1=O	-1.5	-1.3	-1	-1	6	-2.1	0.5	-3	0.1	-3	0.2
O=[N+]([O-])c1cccc(COc2ccc(CN3CCCC3)cc2)c1	24*	-0.2	5	-2	-4	2.8	6.2	1	1.6	-2	4.5*
O=C(NCc1ccccn1)c1ccccc1OCc1ccccc1Cl	0.3	-0.8	12	12	4	-2.1	-0.5	-1	1.4	1	0.1
O=C(Nc1nc2ccccc2c(=O)s1)c1ccco1	-1.2	-2.2	-7	3	2	-3.1	-0.3	-2	-1.7	-2	-0.3
CCCCC(NC(=O)c1ccc(C#N)cc1)C(=O)NCCC (centres undefined)	2.2	-1.1	5	0	7	-1.6	1.1	0	-0.6	3	-0.1
Cc1ccc(Cc2nc(-c3cccnc3)no2)cc1	3.2	-0.1	-2	0	7	-1.5	4.8	4	0.8	5	-1.3
COc1cc(-c2ccc3oc(-c4ccsc4)c(C#CC4(O)CCCCC4)c3c2)cc(OC)c1OC	1.2	-1.7	6	3	2	-1.9	1.3	0	-0.5	-329	-0.6
O=C(Cn1ncc2c3ccccc3n(Cc3ccccc3)c2c1=O)NCCCN1CCCC1	-2.4	-1.5	-3	-23	-2	1.0	1.6	0	0.9	-32	1.7
CS(=O)(=O)c1ccc(C(=O)Nc2ccc(S(=O)(=O)N3CCCCC3)cc2)cc1	-4.7	-1.0	2	1	-20	-1.4	1.6	-2	-1.4	1	-2.8
O=C(NCc1ccccc1)c1ccc(CN2CCC(Cc3ccccc3)CC2)cc1	-1.9	-1.7	9	-1	-9	-0.7	-3.0	0	1.0	0	0.0
N#CCSc1nnc(CNc2cccc(Cl)c2)o1	4.4	-2.0	3	5	-2	-2.2	3.5	-1	1.9	-2	0.2
CCN1C(=O)CS/C1=N\c1nccs1	-0.2	-0.9	-6	0	-4	-1.2	2.4	0	0.5	12	-0.2
CCN(CC)S(=O)(=O)c1ccc(OC)c(NC(=S)Nc2ccc(C)c(C)c2)c1	0.7	-1.2	1	1	10	0.5	2.0	-2	-1.8	-1	-0.7
CCCCNC(=O)[C@@H]1CSC2c3ccc(OC)c(OC)c3C(=O)N21 (some centres undefined)	-0.6	-1.0	0	1	-7	1.4	0.9	-1	-0.4	-101	-0.2
CCn1c(SCC(=O)c2ccc(NC(C)=O)c(OC)c2)nnc1-c1ccc(NS(C)(=O)=O)cc1	0.3	-1.3	4	1	1	1.1	3.4	-3	1.4	-1	0.2
N#C/C(=C\Nc1ccc(Cl)cn1)S(=O)(=O)c1ccccn1	1.3	-1.1	9	6	-3	-0.7	-0.6	1	-0.5	-4	-0.1
O=C1NC[C@H](CCCCN2C[C@H](Cc3ccc(O)cc3)N(CCC3CCCCC3)C(=O)C2=O)N(CCc2ccc(O)cc2)C1=O	-0.9	-1.0	4	-3	-19	-0.5	nt	-1	nt	-7	-0.7
O=C(Nc1ccon1)Nc1cc(Cl)ccc1Cl	-0.8	-0.7	-4	1	2	1.4	-0.7	4	-0.2	11	2.8
O=C(O)CCS(=O)(=O)c1nc(-c2cccs2)cc(C(F)(F)F)n1	2.3	-1.5	3	2	-2	-0.7	3.1	13*	1.1	-385	0.1
CCOC(=O)CNC(=S)N(CCCN1CCCC1)Cc1cccs1	-5.6	-1.8	1	-1	12	-3.0	1.1	1	-0.6	0	-0.8
Cc1ccc2c(c1)c1nnc(SCC(=O)N3CCCc4ccccc43)nc1n2CC(=O)O	5.0	-0.7	4	3	-1	3.9	1.1	0	-0.7	-5	-0.2
CC(=O)Nc1cccc(NC(=O)c2cccc(OCc3ccccc3)c2)c1	1.0	-1.5	10	1	-6	-2.8	-0.4	-3	0.1	10	-0.3
Cc1ccc(NC(=O)N2CCCCCC2)cc1C	4.6	0.3	4	3	7	3.0	3.7	4	2.0	2	5.9*
CCOC(=O)CCc1c(C)c(C#N)c2nc3ccccc3n2c1-n1ccnc1	2.1	-1.4	8	2	1	0.8	0.3	1	1.0	-16	-0.2
CCCC(=O)Nc1ccccc1NC(=O)C1CCCCC1	-1.5	-1.6	0	0	0	-0.2	2.5	-1	0.6	6	0.6
CCOc1cc(/C=N/N=C2/NC(=O)C(CC(=O)O)S2)ccc1OCc1ccccc1Cl (centres undefined)	0.3	-1.5	11	10	-2	-2.0	1.9	-6	-0.1	8	-0.4
O=C(Cn1nnc2ccccc21)OCC(=O)c1ccc(Cl)cc1	0.1	-1.4	-11	5	-4	0.9	nt	-2	nt	-6	-0.8
Cc1ccc(S(=O)(=O)/N=C2/NC(=O)/C(=C\c3ccco3)S2)cc1	1.8	-0.7	2	4	-28	-0.7	-1.3	-5	1.1	-8	-0.1
Cn1c(CN2CCN(CC#N)CC2)c(C#N)c2ccccc21	-0.8	-1.1	1	1	2	-2.1	2.6	2	-1.0	2	-0.3
Cc1ccccc1NC(=O)c1nn(-c2ccc(F)c(F)c2)ccc1=O	0.5	-1.2	-7	-1	5	-0.9	-1.0	-3	2.2	5	1.6
O=C1NC[C@H](Cc2ccccc2)N(CC2CCCCC2)C1=O	0.5	-0.9	-1	4	5	0.4	0.8	0	-0.5	-4	1.8

Arranged by value in ADAM10 inh (rising): three from the list above
Molecule	ssDAF-12 act	GC-B act	NPR1 activator	sPLA2-III inh	hcDAF12 agonist	SMARCA2 activ	DAX1 inh-1	ADAM10 inh	DAX1 inh-2
Cc1ccc2c(c1)c1nnc(SCC(=O)N3CCCc4ccccc43)nc1n2CC(=O)O	-0.7	4	3	-1	3.9	0	-0.7	-5	-0.2
N#C/C(=C\Nc1ccc(Cl)cn1)S(=O)(=O)c1ccccn1	-1.1	9	6	-3	-0.7	1	-0.5	-4	-0.1
Cn1c(CN2CCN(CC#N)CC2)c(C#N)c2ccccc21	-1.1	1	1	2	-2.1	2	-1.0	2	-0.3
